tim10-1 inh: tim10-1 yeast growth inhibition | inhibition, % at 20 µM | hit rate 2.2% among 330,000 | AID 463190 | S. cerevisiae tim10-1 ts strain growth, BacTiter-Glo, 24 h;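 active = inhibition of at least 40%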;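 also: mutant grown at 25 °C; 0% = DMSO wells with yeast and 100% = wells holding no yeast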
Mdm2 MdmX PPI: disrupts the human Mdm2-MdmX interaction; inhibition, % at 8 µM; O15151+Q00987; SaOS-2 split-luciferase Mdm2/MdmX complementation, luminescence; hit rate 3% among 330,000;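 active = inhibition of at least 50% at 8 µM in the primary screen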
UPR XBP1 act: adaptive UPR (XBP1) activation. activation, % at 20 µM. AID 463104. hit rate 0.33% among 330,000. CHO-XBP1 luciferase reporter, IRE1-XBP1 UPR activation, luminescence; percent of tunicamycin response, DMSO as zero;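 active = versus positive control, 20 µM dose yields 30% or more activation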;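 also: 100% = tunicamycin at 10 µg/mL and 0% = DMSO only wells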
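Material: CHO cell line with stable XBP1 luciferase reporter; buffer or medium: F12 medium containing 10% fetal bovine serum; compound: single point, 20 µM final compound, 1% DMSO; incubation: 6 h treatment, 37 °C; measured by: glow luminescence from Steady-Glo reagent; evaluation: activation, % of tunicamycin; control set: tunicamycin high, DMSO low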
tim23-1 inh: inhibits growth of tim23-1 mutant yeast; hit rate 1.3% among 330,000; S. cerevisiae tim23-1 growth, BacTiter-Glo luminescence, 24 h; AID 463212; inhibition, % at 20 µM;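 active = growth inhibition of the mutant yeast at or above 50%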;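 also: temperature-sensitive mutant grown at 25 °C; plate controls were DMSO-treated mutant yeast for no effect and medium wells lacking yeast for full effect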
TIM10 inh: inhibits growth of TIM10 yeast strain | inhibition, % at 10 µM | S. cerevisiae TIM10 strain growth, BacTiter-Glo luminescence, 24 h | hit rate 1.4% among 330,000;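 active = inhibition of 40% or more at the single tested concentration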;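 also: wild-type TIM10 isogenic control strain grown at permissive 25 °C; 0% = DMSO yeast wells and 100% = minimal medium wells without yeast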
UPR CHOP act: activators of apoptotic arm of unfolded protein response (CHOP) | CHO-CHOP luciferase reporter, UPR activation, luminescence; percent of tunicamycin response over DMSO baseline | activation, % at 10 µM | hit rate 0.34% among 330,000 | AID 449763;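 active = at 10 µM dose, activation of 40% or more, normalized to positive control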;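 also: 100% = tunicamycin at 10 µg/mL and 0% = DMSO alone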
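Dosing – one dose, 10 µM in 0.5% DMSO · System – CHO-CHOP cells, stable luciferase reporter of PERK-eIF2a-CHOP signalling · Input – 500 cells/well · Control set – tunicamycin 10 µg/mL final as positive, DMSO-only wells as negative · Timing – 6 h compound treatment, 37 °C · Measure – % activation vs tunicamycin · Technique – luminescence read with Steady-Glo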
NR3A LBD binder: modulates the human NR3A ligand-binding domain; hit rate 2.5% among 340,000; AID 1259313; Tm shift relative to glycine control, % at 25 µM; NR3A LBD differential scanning fluorimetry, Tm shift; 0% = protein alone, 100% = glycine-bound protein;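 active = melting temperature shift of at least 10% of the positive control shift, at one fixed dose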
APJ agonist: agonists of human APJ apelin receptor | P35414 | CHO-K1 APJ PathHunter beta-arrestin, luminescence; 0% DMSO wells, 100% apelin | activation, % at 20 µM | hit rate 0.11% among 330,000 | AID 2520;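 active = activation more than six SD over the plate average, tested at 20 µM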;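 also: 0% = DMSO alone and 100% = apelin-13 at 10 nM; some results filed as inactive read as strong as hits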
Target sequence (P35414 whole entry, looked up): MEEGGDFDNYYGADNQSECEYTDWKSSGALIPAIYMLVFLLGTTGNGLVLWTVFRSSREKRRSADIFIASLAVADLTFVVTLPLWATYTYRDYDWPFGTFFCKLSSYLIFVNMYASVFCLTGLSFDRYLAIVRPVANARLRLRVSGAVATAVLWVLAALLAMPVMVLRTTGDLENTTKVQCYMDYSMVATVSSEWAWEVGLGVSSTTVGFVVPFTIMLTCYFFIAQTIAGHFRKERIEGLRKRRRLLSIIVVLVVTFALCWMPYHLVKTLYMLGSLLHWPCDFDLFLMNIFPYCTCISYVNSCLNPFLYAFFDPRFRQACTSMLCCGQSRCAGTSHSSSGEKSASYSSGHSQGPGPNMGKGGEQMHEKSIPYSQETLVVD
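system = engineered CHO-K1 APJ arrestin reporter cells | input = 1000 cells per well | timing = overnight seeding, 90 min compound at 25 °C, 1 h detection | measured by = enzyme-fragment complementation luminescence | read-out = beta-arrestin recruitment to APJ as agonist activity, luminescent signal | control set = negative DMSO alone, positive Apelin-13 at 10 nM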
NALP3 yeast inh: inhibitors of NALP3 inflammasome in yeast | Yeast reconstituted NLRP3/ASC/caspase-1, beta-gal luminescence, 24 h | inhibition, % at 10 µM | hit rate 0.39% among 330,000 | AID 2825;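 active = inhibition of 50% or more; inactive = inhibition below 50%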;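 also: plate controls were induced DMSO wells for no effect and uninduced yeast grown without galactose for full effect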
Starred values were filed as active, the others as inactive; nt = no result given.

Start of the data: the first four compounds as a preview:
The line under a structure holds: tim10-1 inh	UPR CHOP act	UPR XBP1 act	TIM10 inh	NALP3 yeast inh	Mdm2 MdmX PPI	NR3A LBD binder	tim23-1 inh	APJ agonist
1: O=C(CC1CCCC1)N1CCCC(Nc2ccc(F)cc2)C1 (stereo not drawn)
    24	-1.8	-1	-1	16	15	2	16	-5
2: O=C(/C=C/c1ccccc1[N+](=O)[O-])OC1CCCCC1=O (stereo not drawn)
    1	1.8	13	4	22	14	0	2	-3
3: Cc1ccc(Oc2c(CO)c(-c3ccccc3)nn2C)cc1
    23	1.0	-2	6	-12	11	1	16	1
4: CCN(C(=O)CSc1nc(-c2cccs2)nc2ccccc12)C1CCS(=O)(=O)C1 (stereo not drawn)
    13	0.8	0	18	1	22	0	21	-3

Main list, previewed entries included:
The line under a structure holds: tim10-1 inh	UPR CHOP act	UPR XBP1 act	TIM10 inh	NALP3 yeast inh	Mdm2 MdmX PPI	NR3A LBD binder	tim23-1 inh	APJ agonist
1: O=C(CC1CCCC1)N1CCCC(Nc2ccc(F)cc2)C1 (stereo not drawn)
    24	-1.8	-1	-1	16	15	2	16	-5
2: O=C(/C=C/c1ccccc1[N+](=O)[O-])OC1CCCCC1=O (stereo not drawn)
    1	1.8	13	4	22	14	0	2	-3
3: Cc1ccc(Oc2c(CO)c(-c3ccccc3)nn2C)cc1
    23	1.0	-2	6	-12	11	1	16	1
4: CCN(C(=O)CSc1nc(-c2cccs2)nc2ccccc12)C1CCS(=O)(=O)C1 (stereo not drawn)
    13	0.8	0	18	1	22	0	21	-3
5: CCC(=O)N1CCc2cc(S(=O)(=O)CCC(=O)NC(C)CC)ccc21 (stereo not drawn)
    -3	-2.1	1	0	23	2	-1	7	1
6: CCCCCOC(=O)Cc1c(O)c2ccccc2[nH]c1=O
    17	1.0	3	12	-2	19	-1	8	-2
7: COc1ccc(/C=N/NC(=O)c2nn(C)cc2Br)cc1CSCc1ccco1
    44*	3.3	1	26	18	2	2	52*	13
8: COc1cc(/C=N/NC(=O)c2sc(N)c(C#N)c2C)cc(Br)c1O
    -25	-0.4	13	-38	17	-13	16*	-29	-1
9: CCNc1nc(CSc2ccccc2)nc2sc(C)c(C)c12
    12	0.2	2	24	15	-14	-25	20	0
10: COc1ccc(NC(=O)CN(c2ccccc2C)S(C)(=O)=O)c(OC)c1
    -15	1.7	-4	-5	19	9	-1	-4	1
11: O=C(Nc1ccncc1)c1cc(F)cc(F)c1
    -9	-0.8	-1	5	16	25	-4	11	-3
12: Cc1cc(Cl)ccc1NC(=S)NCc1cccs1
    35	1.2	-3	33	6	12	-4	45	1
13: FC(F)(F)c1cc(-c2ccco2)nc(-n2nnc3ccccc32)n1
    16	-0.3	0	-3	11	-32	2	16	-3
14: COc1ccc(OC)c(NC(=O)COC(=O)Cn2nnc(-c3ccccc3)n2)c1
    8	0.3	-1	-2	2	20	2	10	-1
15: O=C1CCC/C1=C\Nc1ccc(Cl)c([N+](=O)[O-])c1
    23	-2.0	-1	0	13	5	-1	26	-2
16: CCOC(=O)c1c(NC(=O)C2CCCO2)sc(C(=O)OC(C)(C)C)c1C (stereo not drawn)
    -14	2.1	7	-27	5	28	2	-26	-5
17: CCCn1c2ccccc2c2cnn(CC(=O)NCCCN3CCN(c4ccccc4)CC3)c(=O)c21
    14	-2.2	-2	-54	3	33	0	-16	-3
18: CC(=O)Nc1ccc(Nc2ccc3nonc3c2[N+](=O)[O-])cc1
    22	-0.3	5	-9	1	-30	0	4	1
19: O=C(NNC(=O)c1ccc[nH]1)Nc1cc(Cl)cc(Cl)c1
    4	2.4	-1	-11	14	-13	0	3	1
20: Cc1ccc(C(=O)Nc2c(N)nc(SCC(=O)Nc3cc(C)on3)[nH]c2=O)cc1
    -16	1.9	0	-11	1	8	0	-2	-9
21: COC(=O)CCNS(=O)(=O)c1ccc2nsnc2c1
    8	-0.5	3	3	11	-14	0	15	-3
22: Cc1ccc(-n2nnc(-c3cc4ccccc4n3C)n2)cc1
    8	3.8	2	0	-4	-95	-1	14	-1
23: COc1ccccc1C(=O)CSc1nnc(-c2ccco2)o1
    6	-0.5	0	11	29	0	-2	22	-4
24: CC1Cc2cc(S(=O)(=O)N3CCC(C(=O)N4CCN(c5ccccc5F)CC4)CC3)ccc2N1C(=O)C1CC1 (stereo not drawn)
    32	9.8	-2	18	20	47	-1	33	2
25: O=C(Nc1ccccc1)c1ccccc1CC[N+](=O)[O-]
    -5	1.6	-1	5	16	-4	4	-2	-2
26: O=C(COC(=O)c1ccc2c(c1)OCCO2)Nc1cc(S(=O)(=O)N2CCOCC2)ccc1Cl
    -5	-1.4	-3	12	1	3	-1	1	-5
27: CCC1=NN(C(=O)C(=O)NCCc2ccccc2)C(O)(C(F)(F)F)C1 (stereo not drawn)
    18	1.5	-2	10	5	5	0	8	-3
28: COc1ccc(C(=O)/C=C2/C(=O)Nc3ccccc32)c(OC)c1
    50*	109*	5	68*	69*	86*	1	70*	2
29: Cn1c2ccccc2c2c(C(=O)O)cn(C3CCCC3)c(=O)c21
    -7	-0.3	-3	2	4	1	-1	-3	-2
30: CC1CC(C)CN(CC(O)COCc2ccccc2F)C1 (stereo not drawn)
    -4	-0.8	-5	4	23	22	1	15	-1
31: C/C(O)=C(/C=NCC(=O)O)C(=O)Nc1nccs1
    3	-0.9	0	2	10	15	-3	7	-4
32: CCOc1ccc(CNC(=O)CCCC(=O)n2nc(C)c3ccccc32)cc1
    30	-0.7	-2	11	13	-12	4	26	3
33: COc1ccccc1NC(=S)NNC(=O)c1ccc(O)cc1
    2	1.0	-3	9	16	-77	0	15	-9
34: CCOC(=O)N1CCC2(CC1)C(C#N)=C(N)OC1=C2C(=O)CCC1
    -2	1.3	-3	-20	2	-32	0	13	0
35: CC(=NNC(=O)c1ccc(NS(=O)(=O)c2cccs2)cc1)c1ccc(OCC(N)=O)cc1
    -1	1.8	7	-1	12	0	-1	-1	-1
36: CCc1cc(C(=O)N2CCCC(C(=O)c3cccc(OC(C)C)c3)C2)n(C)n1 (stereo not drawn)
    26	0.3	-4	20	6	2	-1	18	-2
37: CCCSc1ccc([C@@H]2[C@@H]3C(=O)N(C)C(=O)[C@@H]3[C@]3(C(=O)OC)CCCN23)cc1OC
    12	-0.4	-1	17	11	21	-2	9	10
38: CCCCN1CC(COc2ccccc2)OC1=O (stereo not drawn)
    3	-1.1	-2	8	11	-4	0	17	-4
39: Cc1nn(-c2ccccc2)c(C)c1/C=N/NC(=O)CSc1nnc(-c2ccccc2)n1-c1ccc(Cl)cc1
    33	0.6	1	19	8	11	-1	27	-2
40: CCOC(=O)c1cc2c(=O)n3ccccc3nc2n(CC(C)C)c1=NC(=O)c1ccco1
    24	0.1	-1	-12	6	7	-1	33	0
41: Cc1ccc(N(CC(O)COCc2ccco2)S(=O)(=O)c2ccc(C)cc2)cc1 (stereo not drawn)
    32	-1.2	-1	27	2	8	-2	33	-1
42: CCCCN1C(=O)c2ccccc2C1C(=O)NC1CCCC1 (stereo not drawn)
    6	-0.6	0	-4	-6	-30	0	13	-4
43: O=C(OCc1ccc(F)cc1)c1ccc2ccccc2n1
    12	0.9	0	-2	15	-1	-1	13	-4
44: Cc1nc2c(-c3ccc(F)cc3)c(C)nn2c(C)c1CCC(=O)NCc1ccco1
    18	-1.7	1	-11	20	12	0	3	-4
45: Cc1ccc(Cn2ncn3c(cc4ccccc43)c2=O)cc1
    14	-3.0	-1	22	26	-12	-1	17	-2
46: N#Cc1ccccc1OCCN1C(=O)c2ccccc2C1=O
    22	8.4	6	6	14	2	1	23	-4
47: O=C(Cn1nc(C(=O)O)c2ccccc2c1=O)Nc1cccc(S(=O)(=O)N2CCCCCC2)c1
    4	-1.4	-5	-2	4	32	0	5	-1
48: CC(=O)c1nn(-c2cccc(Br)c2)cc1C(=O)c1ccc(Cl)cc1
    9	0.7	0	6	8	53*	-120	-9	1
49: O=C(NN=C1C2CC3CC1CC(Cl)(C3)C2)c1ccccn1
    11	2.0	-2	4	-8	7	-1	-5	-4
50: COc1ccccc1CNC(=O)[C@H](C)NC(=O)C1CCN(C(=O)[C@@H](N)C(C)C)CC1
    -10	-1.4	-1	-2	-11	-4	-2	5	-2
51: O=C1/C(=C/c2ccc(F)cc2)SC(=S)N1CCCC(=O)N1CCCCC1CCO (stereo not drawn)
    27	1.3	-7	21	9	82*	1	47	5
52: COc1ccc(-n2c(-c3ccc(C)cc3)n[nH]c2=S)cc1
    19	-0.6	-1	5	19	0	-1	33	5
53: O=c1nc2c(-c3cccc(Br)c3)n[nH]n2c2ccccc12
    9	4.0	4	-9	11	-62	nt	3	-6
54: CC(CCn1cccn1)NC(=O)c1cc(COc2ccc(F)cc2F)on1 (stereo not drawn)
    -3	-0.7	-1	-7	12	0	0	4	-2
55: CC(=O)c1cccc(NC(=O)c2ccc(C)c(S(=O)(=O)N3CCOCC3)c2)c1
    18	1.1	-3	9	-8	-7	0	11	2
56: O=C(NCc1ccncc1)C(=O)NCC1OCCCN1S(=O)(=O)c1ccc(F)cc1 (stereo not drawn)
    -7	0.0	0	5	11	8	-2	-8	3
57: Cc1ccc(S(=O)(=O)N2CCOC2CNC(=O)C(=O)NCc2ccncc2)cc1 (stereo not drawn)
    -8	1.9	1	-10	2	9	-1	13	-4
58: CC(=O)N(C)c1ccc(N=Cc2c(O)ccc3ccccc23)cc1
    20	-0.8	-7	8	-5	23	-3	35	0
59: CN(CC(=O)Nc1c(Cl)cccc1Cl)C(=O)CC1OC(=O)c2ccccc21 (stereo not drawn)
    -12	-3.0	1	-7	8	8	0	-14	-2
60: O=C(Oc1ccc(N(C(=O)c2ccncc2)S(=O)(=O)c2ccc(F)cc2)cc1)c1ccncc1
    26	-0.1	-4	29	1	-13	0	19	1

Later entries
The line under a structure holds: tim10-1 inh	UPR CHOP act	UPR XBP1 act	TIM10 inh	NALP3 yeast inh	Mdm2 MdmX PPI	NR3A LBD binder	tim23-1 inh	APJ agonist
61: COCCn1c(C)cc(/C=N/NC(=O)c2cc3ccccc3cc2O)c1C
    11	0.2	-1	21	2	45	4	28	-1
62: O=C1[C@H]2[C@@H](c3ccc(F)cc3)N3C(=O)N(c4cccc(Br)c4)C(=O)[C@@]3(Cc3ccccc3)[C@H]2C(=O)N1C1CCCCC1
    21	9.2	0	11	6	1	-6	24	0
63: Nc1nc(NC2CCCCC2)nc(NCCO)c1[N+](=O)[O-]
    30	-0.6	0	12	14	-23	1	22	-5
64: Cc1ccccc1-c1cc(C(=O)NCC2CC2)n(CC2CC(c3cccnc3)=NO2)n1 (stereo not drawn)
    6	-0.8	-2	-9	8	26	0	6	0
65: CC(C#N)Sc1ccc(S(=O)(=O)N2CCCCC2)cn1 (stereo not drawn)
    -1	-0.9	-2	9	46	27	0	3	-4
66: COc1ccc(/C=C2\SC(=S)N(CCCC(=O)N3CCOCC3)C2=O)cc1
    25	-0.7	-2	8	14	30	2	34	-1
67: CSc1nsc(/C=C/Nc2ccc(C)c(C)c2)c1C#N
    28	3.4	6	7	6	-33	3	24	-1
